Mm-Cpn inhibitor = inhibitors of Methanococcus maripaludis chaperonin (MmCpn); purified Mm-Cpn ATPase, ADP Transcreener TR-FRET; 330,000 tested, 0.031% active; Potency, µM (highest dose often 76.9 µM), inactives show top-dose activity, negative = inhibition, most hits filed as inhibitors; AID 504842; note: potency is the fitted concentration of half-maximal effect; % is set by controls: 0 for no effect and ±100 for the full control effect; nearly all actives have a fitted effect of over 80% in size
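Measured: ADP formation by purified Mm-CPN. Conditions: 25 nM protein, 10 uM ATP, Tris pH 7.4 with Mg2+, K+ and DTT, 37°C for 30 min. Detection: Transcreener HTRF after 30 min at room temperature.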
TDP43 rescue = rescues yeast growth from TDP-43 toxicity; TDP-43 expressing yeast growth rescue, BacTiter-Glo, 24 h; Potency, µM (series often up to 46.1 µM), inactives show top-dose growth rescue (activation), usual class: activators; 410,000 tested, 1.8% active; AID 652104; note: potency is the fitted concentration of half-maximal effect; % of control where 0% means no effect; nearly all actives have a fitted effect of over 50% in size
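Luminescence from BacTiter-Glo reports growth of TDP-43-expressing yeast after 24 hr at 30 deg C with compound. Cells were raffinose-pregrown to mid-log, then seeded in galactose medium at OD600=0.02.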
aSyn rescue = alpha-synuclein toxicity inhibition in yeast. 370,000 tested, 0.14% active. Potency, µM (top dose mostly 46.1 µM), for the others: at the highest dose growth rescue (activation), actives largely listed as activators. Yeast expressing alpha-synuclein, growth rescue, BacTiter-Glo, 24 h; note: potency is the fitted concentration of half-maximal effect; % of control where 0% means no effect; nearly all actives have a fitted effect of over 65% in size
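Readout is rescue of growth in alpha-synuclein-expressing yeast, so inhibitors of toxicity appear as activators. Growth after 24 hr at 30 deg C in galactose medium is quantified by luminescence.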
Akt phos inh = inhibitors of Akt phosphorylation | Neuro2A IGF-stimulated pAkt S473 HTRF, 20 min; stronger effect = lower value | activity change, % for hits at 50 µM | 360,000 tested, 0.32% active | AID 651550; in the data active = activity change below about -80%; inconclusive = mostly about -51% to -80%; note: % is set by controls: 0 for no effect and ±100 for the full control effect
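Neuro2A cells in DMEM with 0.5% FBS, overnight at 37 deg C, given compound at single 50 µM final, then IGF (6 nM final) for 20 min at 37 deg C. Lysed; phospho-Akt Ser473 by HTRF after 24 h, 665/615 ratio.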
GLP1R inv ag = GLP-1 receptor (human) inverse agonism. 410,000 tested, 1.6% active. Potency, µM (titrated, usually from 38.3 µM), without a hit: at the highest dose activity change, negative = inhibition, most hits filed as inhibitors. HEK293 GLP-1R CRE-luciferase, luminescence, 24 h; GLP-1R form is constitutively active. P43220; note: potency is the fitted concentration of half-maximal effect; % is set by controls: 0 for no effect and ±100 for the full control effect; nearly all actives have a fitted effect of over 55% in size
Target sequence (P43220 whole entry, looked up): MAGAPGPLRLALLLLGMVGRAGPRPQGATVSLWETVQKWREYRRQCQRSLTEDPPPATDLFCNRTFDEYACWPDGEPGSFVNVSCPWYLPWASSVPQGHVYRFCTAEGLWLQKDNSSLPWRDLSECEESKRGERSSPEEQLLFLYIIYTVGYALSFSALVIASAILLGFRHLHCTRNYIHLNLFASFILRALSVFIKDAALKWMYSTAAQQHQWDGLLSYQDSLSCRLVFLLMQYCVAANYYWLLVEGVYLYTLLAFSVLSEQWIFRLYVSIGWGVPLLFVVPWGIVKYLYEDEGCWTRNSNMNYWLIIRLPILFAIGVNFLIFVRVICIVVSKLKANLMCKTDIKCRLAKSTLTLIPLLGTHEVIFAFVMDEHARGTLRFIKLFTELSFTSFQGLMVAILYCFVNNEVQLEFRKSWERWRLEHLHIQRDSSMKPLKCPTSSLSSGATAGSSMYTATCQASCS
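GLP-1R inverse agonism mode: basal reporter luminescence in engineered HEK293 cells measured after one day of compound exposure at 37 deg C, with a 12 min room-temperature detection step.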
PTHR1 agonist = agonists of human PTHR1 parathyroid hormone receptor; 410,000 tested, 0.075% active; AID 743266; Potency, µM (top dose mostly 115 µM), without a hit: at the top dose activation, usual class: activators; HEK293 GP2 PTHR1 cells, GloSensor cAMP luminescence, 1 h; note: potency is the fitted concentration of half-maximal effect; nearly all actives have a fitted effect of over 55% in size; some results filed as inactive show a strong effect at the top dose; inactives centre near -15; many of its hits are not listed in these tables
Target sequence (Q03431 whole entry, looked up): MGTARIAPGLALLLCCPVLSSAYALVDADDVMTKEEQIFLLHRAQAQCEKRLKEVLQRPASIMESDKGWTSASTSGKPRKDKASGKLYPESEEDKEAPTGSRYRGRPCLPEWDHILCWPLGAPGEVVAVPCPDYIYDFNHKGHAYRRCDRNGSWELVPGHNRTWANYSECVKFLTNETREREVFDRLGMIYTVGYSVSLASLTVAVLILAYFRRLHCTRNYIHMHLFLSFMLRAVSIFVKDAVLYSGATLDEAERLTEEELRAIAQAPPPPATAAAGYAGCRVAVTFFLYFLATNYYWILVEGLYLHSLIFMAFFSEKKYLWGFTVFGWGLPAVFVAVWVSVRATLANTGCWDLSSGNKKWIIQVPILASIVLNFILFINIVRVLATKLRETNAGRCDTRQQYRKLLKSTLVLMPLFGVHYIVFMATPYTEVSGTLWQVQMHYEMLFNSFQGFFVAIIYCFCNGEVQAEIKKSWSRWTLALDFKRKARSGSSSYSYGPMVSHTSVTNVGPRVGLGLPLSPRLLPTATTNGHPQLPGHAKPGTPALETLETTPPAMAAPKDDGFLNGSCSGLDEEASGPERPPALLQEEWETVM
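HEK-293-derived GP2 cells expressing PTHR1 and a GloSensor cAMP reporter, 3,000/well, plated overnight, given luciferin plus IBMX (each 0.5 mM as added) for 1 h at 37 °C, then compound for 1 h at 37 °C. Luminescence was read after 15 min at room temperature.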
Abeta rescue = A-beta toxicity reversal in yeast | 410,000 tested, 0.063% active | yeast expressing A-beta42, growth rescue, OD600, 48 h; response scale: 0% DMSO, 100% iron-clioquinol control | Potency, µM (highest dose often 46.1 µM), for the others: at the highest dose growth rescue, usual class: activators; note: potency is the fitted concentration of half-maximal effect; nearly all actives have a fitted effect of over 55% in size
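Yeast A-beta toxicity model in growth medium with pinned compounds, 48 h at 30 C; growth read as absorbance at 600 nm. Normalized to FeCl3/clioquinol equimolar mix (positive) and DMSO (negative).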
FUS suppressor = suppressors of FUS proteinopathy in yeast; S. cerevisiae FUS-expressing, growth rescue, OD600, 24 h; Potency, µM (titrated, usually from 76.6 µM), inactives show at the highest dose growth rescue (activation), hits mostly activators; 390,000 tested, 0.24% active;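 note: potency is the fitted concentration of half-maximal effect; plate controls were DMSO vehicle for no effect and reference control for full effect; nearly all actives have a fitted effect of over 55% in size; some results filed as inactive show a strong effect at the top dose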
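FUS-expressing yeast, raffinose-pregrown, induced in 2% galactose minimal medium at OD 0.005; compounds in a dilution series, 24hr at 30C. Growth restoration read as absorbance at 600 nm. CP55940 positive control, DMSO negative.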
GLP1R cytotox = cytotoxicity in counter-screen for GLP-1R inverse agonists. Potency, µM (series often up to 38.3 µM), without a hit: top-dose activity change, negative = inhibition, usual class: inhibitors. 410,000 tested, 0.13% active. HEK293 cAMP-luciferase reporter cells, luminescence, 24 h;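 note: loss of luciferase light is scored as toxicity; potency is the fitted concentration of half-maximal effect; % is set by controls: 0 for no effect and ±100 for the full control effect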
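Luminescence readout: signal drop marks cytotoxicity. Plated cells grew 12 h at 37 °C, 5% CO2, received 23 nL compound for 24 h, then got luciferase reagent, read after 12 min at RT.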
Active calls of the source: *; i = inactive; ? = inconclusive; nt = no result given; & = joins results of further samples; [ ] = remark or other dose. Unless noted, calls come from the whole dose curve; as a rule, active = well fitted curve in the direction sought with a large enough effect; inconclusive = small, poorly fitted or top-dose-only effect, or another doubt; inactive = no such curve, though single readings can be large; an effect the other way counts as inactive or inconclusive. This is a subset; the hit share may differ from the screen's.

structure,Mm-Cpn inhibitor,TDP43 rescue,aSyn rescue,Akt phos inh,GLP1R inv ag,PTHR1 agonist,Abeta rescue,FUS suppressor,GLP1R cytotox
CCN1CCN(C/C(C)=C/c2ccccc2)CC1,-18%,15%,3%,i,3%,-8%,9%,-9%,-21%
CCc1ccc(-c2nc(CS(=O)CC(=O)NCCc3ccc(C)cc3)c(C)o2)cc1 (configuration not stated),nt,21%,nt,nt,0%,i,11%,?,-3%
CC(C)CCn1nnnc1CN1CCN(c2ccc(F)cc2)CC1,2%,10%,2%,i,-19%,-14%,-11%,7%,-2%
CC(C)c1ccc(NC(=O)c2ccc(F)c(S(=O)(=O)N3CCc4ccccc4C3)c2)cc1,nt,9%,nt,nt,-18%,-29%,-8%,-2%,-3%
COc1cc(C(c2c(C)[nH][nH]c2=O)c2c(C)[nH][nH]c2=O)cc(Br)c1OC,1%,7%,2%,i,9%,i,-18%,-3%,4%
O=[N+]([O-])c1ccc(Cl)cc1CNc1ccc(F)c(F)c1,1%,0%,2%,i,2%,16%,10%,nt,-18%
O=C(NCc1ccccc1)C(c1ccccc1F)n1c(=O)c(-c2ccccc2)nc2ccccc21 (configuration not stated),nt,23%,3%,i,?,-5%,-11%,15%,-1%
O=C1CN(C(=O)COC(=O)c2ccccc2NC(=O)c2ccco2)c2ccccc2N1,1%,-3%,-6%,i,12%,-2%,14%,9%,-8%
Cc1cc2[nH]c(=O)c(=O)[nH]c2cc1S(=O)(=O)Nc1ccccc1F,2%,15%,-1%,i,17%,i,0%,-5%,4%
Cc1nc2ccc3nc(NC(=O)c4ccc(S(=O)(=O)N5CCOCC5)cc4)sc3c2s1,-2%,-15%,0%,-100%*,0%,i,2%,16%,6%
NCCC(=O)N1c2ccccc2Sc2ccccc21,1%,-13%,-2%,i,?,-3%,-4%,-17%,-12%
COc1cccc(N(CC(=O)NC2CCCC2)C(=O)Cn2nnc(-c3ccc(C)o3)n2)c1,2%,1%,4%,i,1%,-3%,-12%,14%,-1%
O=C(O)c1nnn(-c2ccc([N+](=O)[O-])cc2)c1-c1ccccc1,4%,-4%,-8%,i,15%,28%,2%,19%,11%
COc1ccc(NC(=O)C2CCCN(S(=O)(=O)c3c(C)[nH]c(=O)[nH]c3=O)C2)cc1 (configuration not stated),-1%,-1%&-18%,-8%,i,-4%&17%,i,-5%&9%,-18%&13%,3%&2%
CC(=O)c1cccc(NC(=O)c2ccc(Br)o2)c1,-1%,0%,-12%,nt,0%,?,-14%,12%,-4%
CN(C(=O)COC(=O)c1c[nH]c(=O)[nH]c1=O)C1CCCCC1,1%,-13%,-1%,i,-11%,-3%[57.5 µM],-2%,10%,-4%
O=C(COC(=O)c1cccs1)NCCCc1ccccc1,-1%,11%,3%,i,11%,i,2%,-1%,10%
O=C(CCc1c[nH]c2ccccc12)NCCc1ccccc1,-1%,9%,13%,i,-18%,-2%,-13%,2%,?
CCOCCOC(=O)c1[nH]c2c(c1C)C(=O)CC(c1ccccc1)C2 (configuration not stated),1%,17%,1%,i,-59%,i,-3%,19%,14%
Cc1cc(N/N=C/c2cccc(Cl)c2)nc(NCc2ccccc2)n1,3%,10%,-25%,i,11µM*,-19%,-75%[inhibitor],13%,?
O=C(Nc1cccc(-c2cnc3ccccc3n2)c1)c1ccc(Cl)cc1,-2%,-11%,-6%,i,2%,i,-1%,-18%,4%
COCCn1c(=NC(=O)CSCC(=O)Nc2cc(C)on2)sc2cc(C(=O)OC)ccc21,0%,10%,1%,i,7%,i,5%,7%,-25%
CCOC(=O)Cn1nc(-c2ccccc2)ccc1=O,0%,-4%,-2%,i,0%,-18%[57.5 µM],-7%,40%,2%
CCCCOCCCNC(=O)C[C@@H]1C[C@@]2(C(=O)OCC)CCCC=C2N(CCc2ccc(OC)c(OC)c2)C1=O,nt,6%,0%,i,8%,12%,-2%,36%,2%
O=C1N/C(=C/c2ccc(N3CCOCC3)cc2)C(=O)N1Cc1ccc(F)cc1,-1%,19%,-1%,i,-23%,i,5%,nt,7%
CCOC(=O)/C=C/C(=O)OCC(=O)Nc1ccc(Cl)cn1,2%,?,21%,nt,61%[activator],i,-43%[inhibitor],-16%,-4%
O=C1N/C(=N\S(=O)(=O)c2ccccc2)S/C1=C\c1cc([N+](=O)[O-])ccc1O,-3%,-15%,2%,i,1%,i,4%,10%,28%
NS(=O)(=O)c1ccc(CCNC(=O)C2CCN(S(=O)(=O)c3cnc[nH]3)CC2)cc1,1%,-18%,-14%,i,1%,i,-21%,25µM*,0%
CCCOC(=O)C(C)Sc1n[nH]c(=O)[nH]c1=O (configuration not stated),5%,23%,1%,i,11%,-14%,-11%,-12%,7%
CSc1ccc(Cl)c(C(=O)NCCCn2ccnc2)c1,-1%,0%,-2%,i,10%,i,-3%,-8%,2%
COc1ccc(C(C)(O)c2nc(-c3cncnc3)cs2)cc1 (configuration not stated),nt,27%,2%,i,3%,-18%,8%,-28%,-6%
O=C(CC1Nc2ccccc2NC1=O)NCC1COc2ccccc2O1 (configuration not stated),-1%,-8%,-1%,i,1%,-11%[57.5 µM],-21%,23%,12%
CCOCc1nnc(NC(=O)c2cc(OC)c(OC)c(OC)c2)s1,0%,3%,2%,i,0%,i,-2%,-13%,-4%
COC(=O)c1ccc(NC(=O)CSC2=NCCN2)cc1,1%,12%,0%,i,?,i,21%,nt,-29%
O=C(c1cccc(Cl)c1)N1CCN(Cc2ccccc2)CC1,0%,-2%,-4%,i,-10%,i,5%,-4%,-1%
COCCCNC(=O)CN(c1cc(Cl)cc(Cl)c1)S(C)(=O)=O,-3%,-16%,7%,i,0%,i,12%,-18%,7%
CCc1cnc2c(c1SCC(=O)NCc1ccccc1Cl)c(=O)n(C)c(=O)n2C,nt,7%,nt,nt,12%,i,0%,-1%,1%
COc1ccc(OCCNC(=O)/C=C/c2ccc([N+](=O)[O-])cc2)cc1,0%,?,10%,i,-9%,-6%,-11%,nt,3%
COc1cccc(NC(=O)c2ccc(CN3CCN(c4ccccc4)CC3)cc2)c1,-9%,1%,nt,nt,?,-42%,5%,54%,-12%
Cc1cccc(NC(=O)COc2ccc(Br)cc2)n1,0%,26%,3%,i,-3%,-47%[inhibitor],-2%,-15%,8%
COc1ccc2sc(-c3ccc(S(C)(=O)=O)cc3)c(C(=O)NCCCN3CCCC3=O)c2c1,-6%,-2%,1%,i,7%,-38%[inhibitor],-7%,-3%,0%
Cc1ccc(C)n1C(CC(=O)O)c1ccc(C#N)cc1 (configuration not stated),-4%,-21%,-5%,i,-13%,8%,-15%,32µM*,-18%
CC1CCN(S(=O)(=O)c2ccc(NC(=O)CSc3ncccc3C(=O)O)cc2)CC1,0%,-8%,6%,i,5%,i,8%,-1%,2%
O=[N+]([O-])c1cccc(COc2ncnc3cc([N+](=O)[O-])ccc23)c1,-1%,10%,6%,i,?,-6%,22%,2%,8%
COCCNC(=O)c1cc2c(c(-c3cccc(C#Cc4ccc(OC)c(OC)c4)c3)n1)[C@H](CCO)N(S(=O)C(C)(C)C)C2 (some centres not stated),nt,11%,0%,i,21%,-20%,-8%,25%,3%
CC(=O)Cn1cnc2c(cnn2-c2ccc(C)c(C)c2)c1=O,-1%,7%,28%,i,1%,-26%,-2%,20%,1%
COc1ccc(S(=O)(=O)Nc2ccc3c(c2)N(C(C)=O)CCC3)cc1F,nt,0%,nt,nt,-69%,-36%[inhibitor],-12%,23%,?
CCCCN(C(=O)c1cc(S(=O)(=O)N2CCCCCC2)ccc1OC)c1c(N)n(CCC)c(=O)[nH]c1=O,-2%,7%,-6%,i,4%,i,1%,11%,5%
O=C(O)/C=C/C(=O)Nc1ccc2c(c1)NC(=O)CO2,-3%,7%,5%,i,1%,i,0%,-5%,-9%
Cc1cc(Br)c(NC(=O)CCl)c(Br)c1,1%,11%,-16%,i,36%[activator],i,-6%,nt,-13%
CCOc1ccc(CCNS(=O)(=O)c2cn(C)cn2)cc1OCC,0%,-21%,0%,i,156%[activator],?,-14%,-1%,-5%
CCCOCc1cc(CN2CCN(c3cccc(Cl)c3)CC2)c(O)c2ncccc12,nt,6%,nt,nt,?,i,-69%[inhibitor],23%,-20%
O=C(CCl)Nc1cccc(S(=O)(=O)NC2=NCCC2)c1,-1%,-1%,-5%,i,?,i,3%,-5%,?
Cc1cc(Br)cn2c(Cc3cccc(F)c3)c(-c3ccccc3)nc12,nt,3%,6%,i,?,i,-11%,24%,-11%
CCCCC(=O)OCC(=O)c1[nH]c(C)c(C(C)=O)c1C,1%,12%,-3%,i,10%,-7%,16%,-2%,-7%
CCc1ccc(NC(=O)CSc2n[nH]c(C)c2[N+](=O)[O-])cc1,-3%,-4%,0%,i,-12%,i,5%,nt,-24%

Screening data deposited in PubChem by National Center for Advancing Translational Sciences (NCATS).
